Bioassay records as filed in PubChem BioAssay.
BAZ2B inh = qHTS Assay for Inhibitors of BAZ2B; 360,000 compounds, 4.4% hits; AID 504333, 2011; AlphaScreen BAZ2B-H3K14Ac peptide displacement; Bromodomain adjacent to zinc finger domain protein 2B (Homo sapiens), Q9UIF8; Potency, µM (doses to about 114 µM), for inactives: at the highest dose activity change, negative = inhibition, usual class: inhibitors; also: potency is read from the fitted curve at half-maximal effect; % is scaled to controls: 0 for no effect and ±100 for the full control effect; nearly all actives have a fitted effect of over 60% in size
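BAZ2B 50 nM plus b-H3(5-23)K14Ac 50 nM, PBS pH 7.4/0.01% Tween-20, 30 min RT; compound added (max 110 uM), 30 min RT; streptavidin donor/Ni-chelate acceptor beads 10 ug/mL final, 20 min dark; AlphaScreen read.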
HP1b chromo inh = HTS for Inhibitors of HP1-beta Chromodomain Interactions with Methylated Histone Tails. AID 540317, 2011. AlphaScreen HP1-beta / biotin-H3K9me3 peptide binding. Potency, µM (series often up to 114 µM), without a hit: top-dose activity change, negative = inhibition, actives largely listed as inhibitors. 390,000 compounds, 0.56% hits; also: potency is read from the fitted curve at half-maximal effect; nearly all actives have a fitted effect of over 70% in size; inactives centre near 23
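AlphaScreen: HP1-beta (50 nM) preformed 30 min with biotin-H3(1-18)K9me3 peptide (50 nM) in PBS pH 7.4, 0.01% Tween-20. Compound added for 30 min at RT, then streptavidin donor/nickel chelate acceptor beads (10 ug/mL) for 30 min.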
PI4K2A block = qHTS for small molecular inhibitors of PI4K2A. Phosphatidylinositol 4-kinase type 2-alpha (Homo sapiens), Q9BTU6. purified PI4K2A, ADP-Glo luminescence, 1 h; active compounds read low. activity change, negative = inhibition, % at 76.9 µM. 420,000 compounds, 0.13% hits. AID 1346378, 2018; in the data active = activity change below about -50%; inconclusive = mostly about -30% to -49%;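 also: -100% = wells without enzyme as full effect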
Target sequence (Q9BTU6 whole entry, looked up): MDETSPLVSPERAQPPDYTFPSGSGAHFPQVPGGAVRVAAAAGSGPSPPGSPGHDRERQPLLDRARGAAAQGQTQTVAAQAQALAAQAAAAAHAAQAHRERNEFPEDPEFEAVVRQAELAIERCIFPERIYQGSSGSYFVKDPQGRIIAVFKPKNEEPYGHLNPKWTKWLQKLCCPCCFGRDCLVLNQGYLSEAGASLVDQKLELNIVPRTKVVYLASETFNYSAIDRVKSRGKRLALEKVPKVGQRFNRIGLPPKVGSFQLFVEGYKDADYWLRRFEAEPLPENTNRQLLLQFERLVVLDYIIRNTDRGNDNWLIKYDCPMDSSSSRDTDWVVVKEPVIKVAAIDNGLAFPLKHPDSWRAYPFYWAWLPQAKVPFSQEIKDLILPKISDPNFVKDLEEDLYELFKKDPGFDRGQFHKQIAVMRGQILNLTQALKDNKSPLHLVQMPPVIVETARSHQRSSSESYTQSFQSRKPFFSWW
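In this quantitative HTS, ADP production by PI4K2A was quantified luminescently after 1 h at ambient temperature; 100 microM adenosine served as plate-quality control.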
Pin1 inhibitor = qHTS Assay to Find Inhibitors of Pin1; 390,000 compounds, 0.009% hits; Pin1 FP peptide displacement, HiFluor488, 10 min; Peptidyl-prolyl cis-trans isomerase NIMA-interacting 1 (Homo sapiens), Q13526; Potency, µM (top dose mostly 115 µM), without a hit: at the highest dose activity, negative = inhibition, most hits filed as inhibitors; active = well fitted inhibition curve with a large enough effect in the polarisation, with a control signal flat, not every such curve was filed as active; inconclusive = small, poorly fitted or top-dose-only effect, or effect the other way, or a change in a side signal; inactive = no such curve, though single readings can be large or run the other way; the % refers to the polarisation; also: potency is read from the fitted curve at half-maximal effect; % is scaled to controls: 0 for no effect and ±100 for the full control effect
Target sequence (Q13526 whole entry, looked up): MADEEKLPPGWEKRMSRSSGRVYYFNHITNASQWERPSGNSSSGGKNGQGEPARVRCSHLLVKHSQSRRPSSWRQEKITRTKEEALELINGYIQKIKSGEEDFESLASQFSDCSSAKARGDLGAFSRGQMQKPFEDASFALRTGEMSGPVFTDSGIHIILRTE
PGK inhibitor = qHTS Assay to Find Inhibitors of Phosphoglycerate Kinase; AID 602233, 2012; Potency, µM (doses to about 57.5 µM), without a hit: at the top dose activity change, negative = inhibition, usual class: inhibitors; 380,000 compounds, 0.043% hits; PGK/GAPDH coupled, Kinase-Glo luminescence, 60 min; Phosphoglycerate kinase, glycosomal (Trypanosoma brucei brucei), P07378; also: potency is read from the fitted curve at half-maximal effect; % is scaled to controls: 0 for no effect and ±100 for the full control effect; nearly all actives have a fitted effect of over 60% in size
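Luminescent ATP detection (Kinase-Glo Plus) follows a 60-minute room-temperature incubation, with wells lacking PGK as controls. Buffer: 100 mM TEA (pH 7.6), 5 mM MgCl2, 0.01% Tween-20. Coupling enzyme GAPDH (100 nM final) supplies unstable 1,3-BPG in-well.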
JMJD2A Tudor inh = qHTS Assay for Inhibitors of JMJD2A-Tudor Domain | Lysine-specific demethylase 4A (Homo sapiens), O75164 | AlphaScreen JMJD2A-Tudor / H3K4me3 peptide binding | Potency, µM (highest dose often 114 µM), for inactives: at the highest dose activity change, negative = inhibition, actives largely listed as inhibitors | 390,000 compounds, 4.4% hits | AID 504339, 2011; also: potency is read from the fitted curve at half-maximal effect; % is scaled to controls: 0 for no effect and ±100 for the full control effect; nearly all actives have a fitted effect of over 50% in size
G9a inh = qHTS Assay for Inhibitors of Histone Lysine Methyltransferase G9a | Potency, µM (series often up to 102 µM), without a hit: at the top dose activity, negative = inhibition, actives largely listed as inhibitors | AID 504332, 2011 | G9a H3K9 monomethylation, AlphaScreen, 2 h | 350,000 compounds, 8.8% hits; also: potency is read from the fitted curve at half-maximal effect; % is scaled to controls: 0 for no effect and ±100 for the full control effect; nearly all actives have a fitted effect of over 75% in size
Target sequence (Q96KQ7 913-1193 limits assumed): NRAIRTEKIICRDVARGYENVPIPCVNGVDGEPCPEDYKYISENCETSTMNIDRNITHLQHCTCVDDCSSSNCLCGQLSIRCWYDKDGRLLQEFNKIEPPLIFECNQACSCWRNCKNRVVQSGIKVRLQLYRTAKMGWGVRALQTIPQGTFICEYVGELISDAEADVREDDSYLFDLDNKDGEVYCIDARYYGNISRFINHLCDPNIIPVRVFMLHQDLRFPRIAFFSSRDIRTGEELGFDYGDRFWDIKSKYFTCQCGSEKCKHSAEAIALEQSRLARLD
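Enzyme 20 nM + cpd, 15 min RT; add b-H3K9 pep 500 nM / SAM 20 uM; 2 h RT; anti-H3K9me1 Ab 0.5 ug/mL + SA donor / anti-rabbit acceptor beads 20 ug/mL each, 10 min; AlphaScreen read.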
GLS inhibitor = qHTS for Inhibitors of Glutaminase (GLS); 410,000 compounds, 0.21% hits; GLS enzymatic activity, qHTS titration; Potency, µM (titrated, usually from 45.5 µM), for the others: at the highest dose activity change, negative = inhibition, hits mostly inhibitors; Glutaminase kidney isoform, mitochondrial (Homo sapiens), O94925; also: potency is read from the fitted curve at half-maximal effect; % is scaled to controls: 0 for no effect and ±100 for the full control effect
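Compounds were pin-transferred onto hKGA, after which L-glutamine (1 mM solution) and a detection mix of glutamate oxidase, HRP and Amplex Red were added. Initial and 30 min RT fluorescence reads were collected.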
ERG-DNA inh = qHTS for Small Molecule Inhibitors of the ERG Ets/DNA interaction; fluorescence polarization, His-ERG Ets domain / labelled DNA; 370,000 compounds, 0.028% hits; Potency, µM (doses to about 76.9 µM), without a hit: at the highest dose FP activity, negative = inhibition, hits mostly inhibitors; AID 624246, 2012; active = well fitted inhibition curve with a large enough effect in the polarisation, with a control signal flat; inconclusive = small, poorly fitted or top-dose-only effect, or effect the other way, or a change in a side signal; inactive = no such curve, though single readings can be large or run the other way; the % refers to the polarisation;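 also: polarization taken with two DNA probes labelled with fluorescein and Texas red; potency is read from the fitted curve at half-maximal effect; % of control where 0% means no effect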
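His-tagged ERG Ets domain (1 uM in the protein solution; 300mM KCl, 50mM Tris-HCl, 1mM EDTA, 1mM DTT, pH 7.5) received compound, then a probe mix of 5 nM fluorescein-DNA and 100nM Texas-615-DNA. Fluorescence polarization was read for both dyes.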
* hit, by the source's call; i = inactive; u = inconclusive; x = no result given; & = joins results of further samples; [ ] = dose if it differs, or a comment. Unless noted, calls follow the shape of the dose curve; as a rule, active = well fitted curve in the direction sought with a large enough effect; inconclusive = small, poorly fitted or top-dose-only effect, or another doubt; inactive = no such curve, though single readings can be large; an effect the other way counts as inactive or inconclusive.

A first look (five entries):
Compound,BAZ2B inh,HP1b chromo inh,PI4K2A block,Pin1 inhibitor,PGK inhibitor,JMJD2A Tudor inh,G9a inh,GLS inhibitor,ERG-DNA inh
Cc1ccccc1-c1noc(-c2cc(C(C)C)[nH]n2)n1,11%,66%[activator],5,5%,-8%,0%,5%[59 µM],6%,0%
CCC(=O)N1CCc2cc(Br)cc(S(=O)(=O)NCCN3CCCC3)c21,-15%,51%[activator],-18,0%,4%,-26%,2%,4%,2%
COc1cc(N)c(Cl)cc1C(=O)NC1CCN(Cc2ccccc2)CC1,x,50%[activator],-1&0,0%,2%,-13%,-41%[2.33 µM],-7%,4%
O=C(Nc1nc2ccsc2c(=O)s1)c1ccco1,u,u,17,1%,u,35µM*,40µM*,-13%,3%
Cc1ccc(NC(=O)N2CCCC2C(=O)Nc2ccc(-n3cnnn3)c(C)c2)cc1 (stereo unspecified),1%,48%[activator],5,-8%,-1%,-3%,7%[59 µM],-6%,-1%

The whole of this part (from the top)
Compound,BAZ2B inh,HP1b chromo inh,PI4K2A block,Pin1 inhibitor,PGK inhibitor,JMJD2A Tudor inh,G9a inh,GLS inhibitor,ERG-DNA inh
Cc1ccccc1-c1noc(-c2cc(C(C)C)[nH]n2)n1,11%,66%[activator],5,5%,-8%,0%,5%[59 µM],6%,0%
CCC(=O)N1CCc2cc(Br)cc(S(=O)(=O)NCCN3CCCC3)c21,-15%,51%[activator],-18,0%,4%,-26%,2%,4%,2%
COc1cc(N)c(Cl)cc1C(=O)NC1CCN(Cc2ccccc2)CC1,x,50%[activator],-1&0,0%,2%,-13%,-41%[2.33 µM],-7%,4%
O=C(Nc1nc2ccsc2c(=O)s1)c1ccco1,u,u,17,1%,u,35µM*,40µM*,-13%,3%
Cc1ccc(NC(=O)N2CCCC2C(=O)Nc2ccc(-n3cnnn3)c(C)c2)cc1 (stereo unspecified),1%,48%[activator],5,-8%,-1%,-3%,7%[59 µM],-6%,-1%
CCN(Cc1ccccc1)C(=O)Nc1ccc2c(c1)N(C)C(=O)c1ccccc1S2,-34%,6%,2,10%,0%,-21%,-28%[59 µM],-5%,9%
Cc1ccc(C(=O)NNC2=NC(C)(C)Cc3ccccc32)cc1,-15%,39%,4,-1%,7%,-12%,u,6%,-15%
COc1ccc(F)cc1C(=O)C1CCCN(Cc2cnc(N3CCCC3)s2)C1 (stereo unspecified),-9%,11%[57 µM],-2,-8%,-2%,-15%,x,-1%,3%
N#C/C(=C/c1ccc(N2CCOCC2)o1)c1ccc(Br)cc1,45µM*,u,0,u,-6%,56µM*,7.9µM*,0%,8%
COc1ccc([C@H]2CC(=O)C=C(c3cccc(NC(C)=O)c3)C2)cc1,-2%,8%,-7,5%,3%,-23%,8%[0.501 µM],2%,29%
Cc1oc(-c2cccs2)nc1CNC[C@H]1O[C@@H](n2cnc(C(N)=O)n2)[C@H](O)[C@@H]1O,x,20%,4,2%,-3%,-10%,x,1%,-1%
CN1CCN(c2ccc([N+](=O)[O-])cc2C(=O)N2CCOCC2)CC1,u,15%,5,4%,-5%,-4%,17%,16%,0%
COc1ccc([C@H]2C(C(=O)O)=C[C@@H](C(C)(C)C)N2S(=O)(=O)c2ccccc2)cc1,x,0%,5,-2%,-3%,-20%,x,6%,-2%
COC(=O)C1=CN(C2CC2)C=C(C(=O)OC)C1c1ccccc1OC,3%,42%,-1,4%,-10%,3%,-14%[12.7 µM],1%,-12%
Cc1c(NC(=O)c2cc(=O)c3ccccc3o2)c(=O)n(-c2ccccc2)n1C,-1%,25%,0,-1%,11%,3%,2%[59 µM],4%,-2%

New compounds follow.
Compound,BAZ2B inh,HP1b chromo inh,PI4K2A block,Pin1 inhibitor,PGK inhibitor,JMJD2A Tudor inh,G9a inh,GLS inhibitor,ERG-DNA inh
COc1ccccc1N1C(=O)S/C(=C\c2cccs2)C1=O,-6%,0%,-5,-2%,i,-1%,-7%,-7%,3%
CC(=O)Nc1ccc(NC(=O)CSc2ccc3nnc(CCNC(=O)c4ccccc4)n3n2)cc1,x,30%,6,6%,-4%,7%,1%,0%,1%
CCOC(=O)C1CCN(CC(O)COc2ccc(C(C)(C)CC)cc2)CC1 (stereo unspecified),12%,33%,-2,8%,i,-12%,15%,-1%,x
O=C(NCCc1ccc(Cl)cc1)c1ccc2c(c1)OCO2,6%,-8%,-4,0%,-3%,3%,x,3%,-7%
COc1cc2c(cc1OC)CN(C(=S)Nc1ccccc1)CC2,-36%,16%,0,-7%,x,-26%,x,37%[activator],x
Cc1ccnn1CCSCC(=O)O,5%,26%,2,-2%,x,-9%,-3%,4%,x
C=CCN=C1NN=C(c2cc(C)n(CCOC)c2C)CS1,u,37%,3,u,-15%,-5%,-5%[59 µM],-15%,13%
CCn1c(CCNC(=O)c2ccco2)nc2ccccc21,5%,7%,3,4%,-7%,u,-11%[59 µM],-10%,-9%
Cc1ccc(S(=O)(=O)N2[C@@H](c3ccccc3)C(C(=O)O)=CC[C@H]2c2cccs2)cc1,12%,36%,-1,3%,-1%,-11%,10%[2.33 µM],23%,-10%
CC(=O)Oc1ccc(C(=O)O)cc1OC(C)=O,u,48%[activator],10,-12%,x,-1%,12%[59 µM],34%[activator],3%
Cc1ccc(-n2nc(C)c3c(C)cc(=O)[nH]c32)cc1,0%,20%,3,3%,-9%,-15%,-43%[12.7 µM],-9%,-3%
CCN(CC(=O)Nc1ccccc1C(F)(F)F)C(=O)c1cccc(N2C(=O)CCC2=O)c1,9%,21%,1,-9%,-4%,-4%,8%[0.501 µM],-3%,-9%
COc1ccc(C)cc1S(=O)(=O)Nc1cccnc1,6%,7%,6,-6%,-4%,-15%,-1%,-21%,2%
COc1cc(C(=O)NCC(c2ccco2)N2CCCC2)ccc1OCc1ccccc1 (stereo unspecified),-4%,15%,2,-2%,5%,-26%,3%[59 µM],16%,9%
O=C(/C=C/c1ccc(Cl)cc1Cl)N(Cc1ccccc1)C1CCS(=O)(=O)C1 (stereo unspecified),-7%,17%,-6,-5%,0%,-21%,4%[59 µM],7%,6%

More results.
Compound,BAZ2B inh,HP1b chromo inh,PI4K2A block,Pin1 inhibitor,PGK inhibitor,JMJD2A Tudor inh,G9a inh,GLS inhibitor,ERG-DNA inh
CCC1CCCCN1C(=S)NC(=O)c1ccc(F)c(S(=O)(=O)N2CCOCC2)c1 (stereo unspecified),-37%,8%,-1,1%,-4%,-20%,45µM*,12%,8%
Cc1ccc(CNC(=O)C(Cc2ccccc2)NS(=O)(=O)c2cccs2)cc1 (stereo unspecified),0%,28%,-1,54%[activator],-4%,-6%,25%[2.33 µM],-13%,x
CCN1CCN(Cc2ccc(NC(=O)Nc3ccc(OC)cc3)cc2)CC1,10%,19%,0,20%,-9%,-23%,17%[59 µM],3%,0%
COc1ccc(C(=O)NCCc2nnc3ccc(SCC(=O)N4CCOCC4)nn23)cc1,1%,5%,1,-2%,0%,3%,x,1%,2%
CCNCCC(=O)N1c2ccccc2Sc2ccc(C(F)(F)F)cc21,4%,29%,-1,9%,-2%,-9%,-12%[0.501 µM],3%,3%
CCOc1ccc(CNC(=O)C2CCN(S(=O)(=O)c3ccc4c(ccn4C)c3)CC2)cc1,-4%,18%[57 µM],1,1%,-8%,-16%,-3%[59 µM],7%,-2%
O=C1CC(c2ccc(F)cc2)C(n2cncn2)C(O)=C1C1NCCc2ccccc21 (stereo unspecified),-4%,29%,-5,26%,-2%,-19%,-6%,-3%,-3%
CCC(CC)C(=O)Nc1cccc(C(=O)Nc2ccc(OC)cc2[N+](=O)[O-])c1,3%,13%,-5,u,i,-20%,-4%,-20%,-1%
